TRHR agonist: activates the human TRH receptor; 360,000 tested, 0.18% active; P34981; TRHR cells, calcium flux fluo-8, FDSS agonist mode; AID 493084; activation, % at 2 µM; in the data active = activation above about 30%; note: 0% is about no effect
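Fluo-8-loaded TRHR cells; 10 s baseline, compound added, kinetic Ca2+ fluorescence read 1/s, agonist mode.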
D2 PAM: positive allosteric modulators of human D2 dopamine receptor; P14416; HEK293 T-REx D2, calcium flux, EC20 dopamine potentiation; potentiation, % at 10 µM; 340,000 tested, 0.34% active; AID 485347;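 active = potentiation over 3 SD above the plate norm, cut at about 30% in these data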; note: 0% is about no effect
Target sequence (P14416 whole entry, looked up): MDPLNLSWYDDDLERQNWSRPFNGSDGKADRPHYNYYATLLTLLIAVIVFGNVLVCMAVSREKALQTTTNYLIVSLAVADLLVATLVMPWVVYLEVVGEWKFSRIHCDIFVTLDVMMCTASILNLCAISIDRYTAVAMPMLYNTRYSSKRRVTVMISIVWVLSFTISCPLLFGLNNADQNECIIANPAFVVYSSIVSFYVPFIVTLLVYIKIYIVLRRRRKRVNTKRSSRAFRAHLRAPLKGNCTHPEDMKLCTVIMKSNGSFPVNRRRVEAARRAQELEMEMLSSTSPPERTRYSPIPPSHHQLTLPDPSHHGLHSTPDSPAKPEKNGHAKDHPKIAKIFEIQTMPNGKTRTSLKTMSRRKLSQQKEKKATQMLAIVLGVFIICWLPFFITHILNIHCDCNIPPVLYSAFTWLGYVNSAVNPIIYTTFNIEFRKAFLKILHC
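Tetracycline-induced HEK293 T-REx cells force-coupled to calcium signalling expressed D2; compounds were pin-added after a 10 s baseline, read kinetically 180 s, then an EC20 dopamine challenge followed with a further 180 s calcium read.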
RXFP1 antag: antagonists of human relaxin receptor RXFP1; Q9HBX9; HEK293-RXFP1, relaxin-stimulated cAMP HTRF, 30 min; hits give low values; activity change, negative = inhibition, % at 57.5 µM; 350,000 tested, 0.59% active;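 active = activity change of -60% or lower, but not beyond a set lower limit; inconclusive = change between -60% and -40%, or beyond the set limit; inactive = change above -40%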; note: % is set by controls: 0 for no effect and ±100 for the full control effect
TRHR enhancer: TRH receptor (human) allosteric enhancement; P34981; TRHR cells, fluo-8 calcium fluorescence, EC20 TRH enhancement; enhancement, % at 2 µM; 360,000 tested, 0.66% active; in the data active = enhancement above about 30%; note: 0% is about no effect
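Enhancer read-out: after compound pinning and an initial kinetic agonist-mode read, an EC20 of TRH (10 nM final) was injected and fluo-8 calcium signal (Ex 480/Em 530) followed at 1 s/cycle for 100 cycles in TRHR-expressing cells.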
Apoferritin bind: binds horse apoferritin like a general anesthetic; P02791; apoferritin/1-aminoanthracene competitive binding, fluorescence; Potency, µM (series often up to 77.5 µM), for the others: at the highest dose activity change, negative = displacement, actives largely listed as inhibitors; 350,000 tested, 0.074% active; note: potency is the fitted concentration of half-maximal effect; % is set by controls: 0 for no effect and ±100 for the full control effect; nearly all actives have a fitted effect of over 20% in size
Target sequence (P02791 2-175 limits assumed): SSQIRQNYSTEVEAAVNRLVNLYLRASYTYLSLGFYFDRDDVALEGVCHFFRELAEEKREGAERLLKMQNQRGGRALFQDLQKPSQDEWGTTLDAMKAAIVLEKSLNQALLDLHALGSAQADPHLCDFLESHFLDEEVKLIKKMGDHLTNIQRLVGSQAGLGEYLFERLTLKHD
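Horse-spleen apoferritin (10 uM) was mixed with 50% saturated 1-aminoanthracene in PBS, exposed to compounds for 10 min at room temperature, and read for fluorescence (ex 380 nm, em 535 nm). Competitive displacement was fitted with a four-parameter Hill equation.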
RXFP1 agonist: agonists of human relaxin receptor RXFP1; Potency, µM (doses to about 57.5 µM), inactives show top-dose activation, usual class: activators; AID 2676; Q9HBX9; HEK293T-RXFP1 cAMP TR-FRET, 30 min; response scale: percent of porcine relaxin response, buffer zero; 370,000 tested, 0.3% active; note: potency is the fitted concentration of half-maximal effect; % is set by controls: 0 for no effect and ±100 for the full control effect; nearly all actives have a fitted effect of over 60% in size; many of its hits are not listed in these tables
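Agonist response is measured as cAMP accumulation in an RXFP1-transfected HEK293T line under PDE4 inhibition. Values are scaled between buffer-only and 29 nM porcine relaxin, and EC50s come from standard Hill equation fits.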
D1 potentiator: enhances dopamine response at the human D1 receptor | HEK293 TREx D1 cells, calcium flux, dopamine EC20 potentiation | potentiation, % at 10 µM | P21728 | 360,000 tested, 0.036% active; in the data active = potentiation above about 30%; note: 0% is about no effect
D1 agonist: agonists of human D1 dopamine receptor. AID 504660. activation, % at 2 µM. 360,000 tested, 1% active. P21728. HEK293 T-REx D1 cells, calcium flux, agonist mode; in the data active = activation above about 30%; note: 0% is about no effect
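Agonism was scored from calcium flux recorded over 180 s (1 read/s) after pintool compound addition, following a 10-cycle baseline. Cells were inducible force-coupled HEK293 TREx D1, plated overnight at 30 C and loaded with no-wash calcium dye.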
D1 antagonist: human D1 dopamine receptor antagonism. P21728. HEK293 TREx D1 cells, calcium flux, dopamine EC80; hits give low values. activity change, negative = inhibition, % at 10 µM. 360,000 tested, 3.2% active; in the data active = activity change below about -30%; note: % is set by controls: 0 for no effect and ±100 for the full control effect
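Calcium flux readout: force-coupled, inducible Hek293 Trex D1 line, cells induced overnight at 30 C with tetracycline, dye-loaded 30–90 min at RT. Antagonism scored against EC80 dopamine challenge given 180 s after compound.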
* hit, by the source's call; u = inconclusive; x = not tested or not shown. Unless noted, calls come from the whole dose curve; as a rule, active = well fitted curve in the direction sought with a large enough effect; inconclusive = small, poorly fitted or top-dose-only effect, or another doubt; inactive = no such curve, though single readings can be large; an effect the other way counts as inactive or inconclusive. An excerpt; the hit share may differ from the screen's.

smiles	TRHR agonist	D2 PAM	RXFP1 antag	TRHR enhancer	Apoferritin bind	RXFP1 agonist	D1 potentiator	D1 agonist	D1 antagonist
NS(=O)(=O)c1ccc(N=Nc2c(-c3ccccc3)[nH]n(-c3nc(-c4ccccc4)cs3)c2=O)cc1	-0.6	-7	x	2	-2%	1.2%	-8	1	-4
CCc1cc2cc(C)ccc2nc1SCC(=O)N1CC(=O)Nc2ccccc21	-0.3	x	-8	1	-15%	1.3%	4	0	2
COCCN(C(=O)COC(=O)c1cc2c(s1)CCC2)c1c(N)n(Cc2ccccc2)c(=O)[nH]c1=O	-0.1	-5	1	-6	x	0.2%	-2	1	2
COc1ccc(C2(c3ccc(OC)cc3)NC(=O)N(CC(=O)Nc3ccccc3C(F)(F)F)C2=O)cc1	1.2	-8	-11	-13	-13%	4.1%	-9	2	7
CCOC(=O)Cc1ccc(NC(=O)c2cccc([N+](=O)[O-])c2)cc1	-0.2	-10	0	-2	-17%	0.1%	-6	6	-9
COC(=O)[C@H](Cc1ccccc1)NC(=O)N1CC(C)OC(C)C1 (stereo partly drawn)	0.8	1	-1	0	-5%	2.6%	-3	2	-10
O=C(Nc1ccccc1F)c1ccc2nc(N3C(=O)CCC3=O)sc2c1	0.5	-1	-18	8	-9%	-1.9%	-5	1	9
Cc1cc(C)n2nc(SCc3ccc(F)cc3Cl)nc2n1	-0.7	-1	9	-7	5%	0.3%	-2	0	9
COC(=O)c1cc(S(=O)(=O)N2CCN(c3ccccc3F)CC2)c[nH]1	0.5	-31	-1	-2	-13%	-0.6%	-4	8	-1
CS(=O)(=O)N(CC(=O)NCc1ccccc1)c1ccc(Cl)cc1	0.2	4	-2	16	3%	0.9%	-4	4	3
COc1ccc(N2CCN(C(=O)CNC(=O)c3cn(-c4ccccc4OC)c(=O)c4ccccc34)CC2)cc1	0.5	5	-14	5	-21%	0.0%	6	3	20
O=C(NC1CCCCC1)c1ccc(CNc2c(N3CCOCC3)c(=O)c2=O)cc1	0.4	3	x	6	-2%	0.1%	0	3	11
CCN(CC)C(=O)C1=C(C)NC(=S)NC1c1cn(-c2ccccc2)nc1-c1ccc(Cl)cc1 (stereo not drawn)	-0.2	-12	11	-3	-10%	2.6%	-11	0	13
CCOc1ccc(CNC(=O)CCn2c(=O)c3cccn3c3ccc(F)cc32)cc1	-0.3	x	2	11	0%	0.3%	0	-1	7
CC1Cc2ccccc2N1C(=O)CSc1nnc(CSc2ncccn2)n1C (stereo not drawn)	-0.1	0	3	2	-16%	2.1%	-2	-1	0
Cc1nc2n(COCCO)cnn2c(=O)c1Br	0.2	0	-7	22	1%	4.5%	-4	1	-5
O=C(Nc1ccc(NC(=O)c2sc3ccccc3c2Cl)cc1)c1ccco1	0.7	-10	12	-3	-2%	1.5%	-1	1	-5
NC1=NC(c2ccccc2)=NC1(NC(=O)c1ccccc1)C(Cl)Cl (stereo not drawn)	0.4	7	5	8	-1%	-0.7%	-6	0	-10
COc1ccc(-c2cc(C(F)(F)F)nc(SCC(=O)NCCc3ccccc3)n2)cc1	-0.5	8	x	-3	-16%	-0.5%	-4	5	-1
CS(=O)(=O)Nc1ccc(C(=O)CSc2nnc(C3CC3)n2C2CC2)cc1	0.6	-4	-10	7	x	-2.0%	-6	1	-1
COc1ccc(S(=O)(=O)Nc2ccc3ccccc3c2)cc1C	0.3	x	7	9	-1%	-0.3%	-1	1	-20
CN(C(=O)CSc1nncn1C)C1CCCN(Cc2ccccc2F)C1 (stereo not drawn)	0.1	-2	0	-1	-7%	0.9%	-4	1	-6
O=C(Nc1nnc(SCC(=O)N2CCOCC2)s1)c1ccccc1Cl	0.2	1	-10	3	-3%	2.4%	0	8	4
COCC(C)n1c(C)cc(C(=O)COC(=O)/C=C/c2cccc(F)c2)c1C (stereo not drawn)	1.2	53*	-30	-4	u	3.7%	-6	14	-23
COc1ccccc1NC(=O)CSc1nnc(NC(=O)Nc2ccc(C)cc2)s1	0.6	-2	-10	4	-13%	1.0%	-1	12	x
CCn1c(SCCC(=O)O)nnc1-c1cccnc1	0.5	8	9	7	-7%	3.3%	0	0	-8

Entries listed so far marked active in D2 PAM.
smiles	TRHR agonist	D2 PAM	RXFP1 antag	TRHR enhancer	Apoferritin bind	RXFP1 agonist	D1 potentiator	D1 agonist	D1 antagonist
COCC(C)n1c(C)cc(C(=O)COC(=O)/C=C/c2cccc(F)c2)c1C (stereo not drawn)	1.2	53*	-30	-4	u	3.7%	-6	14	-23

Not a retest: entries from further up.
smiles	TRHR agonist	D2 PAM	RXFP1 antag	TRHR enhancer	Apoferritin bind	RXFP1 agonist	D1 potentiator	D1 agonist	D1 antagonist
CCN(CC)C(=O)C1=C(C)NC(=S)NC1c1cn(-c2ccccc2)nc1-c1ccc(Cl)cc1 (stereo not drawn)	-0.2	-12	11	-3	-10%	2.6%	-11	0	13
CCOc1ccc(CNC(=O)CCn2c(=O)c3cccn3c3ccc(F)cc32)cc1	-0.3	x	2	11	0%	0.3%	0	-1	7
CC1Cc2ccccc2N1C(=O)CSc1nnc(CSc2ncccn2)n1C (stereo not drawn)	-0.1	0	3	2	-16%	2.1%	-2	-1	0
Cc1nc2n(COCCO)cnn2c(=O)c1Br	0.2	0	-7	22	1%	4.5%	-4	1	-5
O=C(Nc1ccc(NC(=O)c2sc3ccccc3c2Cl)cc1)c1ccco1	0.7	-10	12	-3	-2%	1.5%	-1	1	-5
NC1=NC(c2ccccc2)=NC1(NC(=O)c1ccccc1)C(Cl)Cl (stereo not drawn)	0.4	7	5	8	-1%	-0.7%	-6	0	-10
COc1ccc(-c2cc(C(F)(F)F)nc(SCC(=O)NCCc3ccccc3)n2)cc1	-0.5	8	x	-3	-16%	-0.5%	-4	5	-1
CS(=O)(=O)Nc1ccc(C(=O)CSc2nnc(C3CC3)n2C2CC2)cc1	0.6	-4	-10	7	x	-2.0%	-6	1	-1
COc1ccc(S(=O)(=O)Nc2ccc3ccccc3c2)cc1C	0.3	x	7	9	-1%	-0.3%	-1	1	-20
CN(C(=O)CSc1nncn1C)C1CCCN(Cc2ccccc2F)C1 (stereo not drawn)	0.1	-2	0	-1	-7%	0.9%	-4	1	-6
O=C(Nc1nnc(SCC(=O)N2CCOCC2)s1)c1ccccc1Cl	0.2	1	-10	3	-3%	2.4%	0	8	4

Compound activity as filed in PubChem.
